ARFGAP1 inhibitor: rat ARFGAP1 inhibition | Q62848 | Arfgap1-stimulated ARF1 GTP hydrolysis, GDP FP detection | inhibition, % at 16.5 µM | hit rate 0.26% among 360,000 | AID 651572;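 active = inhibition above a per-plate limit, mean inhibition of low control wells plus 3 SD, cut at about 25% in these data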;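 note: 0% = DMSO wells with enzyme and 100% = wells lacking Arfgap1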
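system = rat Arfgap1 catalytic domain, aa 1-136 | technique = FP, GDP Alexa 633 tracer displaced from anti-GDP antibody, 620/688 nm | compound = one concentration, 16.5 µM, DMSO 1.26% | medium = HEPES-based buffer, pH 7.5 | timing = compound-enzyme preincubation 20 min, reaction 120 min, detection 60 min, 25 °C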
ASAP1 inh: ASAP1 ArfGAP inhibition; Q9ULH1; ASAP1-stimulated ARF1 GTP hydrolysis, GDP FP detection; inhibition, % at 16.5 µM; hit rate 0.19% among 360,000; in the data active = inhibition above about 25%;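 note: 0% = vehicle with enzyme and substrate and 100% = no enzyme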
UHRF1 MBD2 ctr: human UHRF1 methylated DNA binding inhibitors; AID 687016; inhibition, % at 4.4 µM; hit rate 0.75% among 370,000; UHRF1 binding to methylated oligo, TR-FRET; Q96T88; in the data active = inhibition above about 21%;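 note: UHRF1 SRA domain binding a hemimethylated CpG hairpin DNA probe; 0% = median of test compound wells and 100% = reference inhibitor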
PLCb3 inh: blocks human PLC-beta3 enzyme activity; hit rate 0.18% among 370,000; inhibition, % at 12.2 µM; Purified PLC-beta3, fluorogenic substrate, fluorescence; Q01970; in the data active = inhibition above about 11%;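 note: 0% = median of compound wells on plate and 100% = full blocker control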
Tn6 DDE FP: inhibitors of Tn6 peptide binding to human fibrin DD(E); hit rate 0.21% among 370,000; Fibrin DD(E) TRITC-Tn6 fluorescence polarization displacement; inhibition, % at 8.3 µM; P02675;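 active = inhibition above a per-campaign cutoff: mean of compounds within control limits plus 3 SD, cut at about 15% in these data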;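 note: 0% = median of all compound wells on the plate and 100% = blocking peptide control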
Rev-erbA mod: Rev-erb alpha (human) modulation; Rev-erbα–FITC-DNA binding, fluorescence polarization, 90 min; P20393; hit rate 0.79% among 370,000; AID 1259318; activity, % at 10 µM;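 active = activity above about 14%, limit read from the data; passing the limit was not always enough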;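 note: 0% = DMSO wells with 35 nM protein and 100% = DMSO wells with 750 nM protein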
Tn7 DDE FP: DD(E)-Tn7 binding inhibition, primary FP screen; inhibition, % at 8.3 µM; AID 720508; P02675; FP displacement of FITC-Tn7 peptide from fibrin DD(E); 0% = median of compound wells per plate; hit rate 0.13% among 370,000;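 active = inhibition above the mean of compounds falling within the control limits plus 3 SD of them, cut at about 14% in these data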;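 note: 0% = plate median of compound wells and 100% = 10 µM Aha-Tn7 peptide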
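Assay system: Human clot-derived fibrin DD(E) complex | Buffer or medium: Tris/NaCl/CaCl2 buffer, pH 7.8 | Repeats: One replicate per compound | Benchmarks: Aha-Tn7 high control | Measure: % inhibition scaled between sample-field median and high-control FP | Schedule: 10 min plus 3 h, room temperature | Signal: Fluorescence polarization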
PLC-gamma1 inh: blocks human PLC-gamma1 enzyme activity | purified PLC-gamma1, fluorogenic substrate, fluorescence | inhibition, % at 12.2 µM | hit rate 0.84% among 370,000 | AID 720700; in the data active = inhibition above about 9.5%
Target sequence (P19174 whole entry, looked up): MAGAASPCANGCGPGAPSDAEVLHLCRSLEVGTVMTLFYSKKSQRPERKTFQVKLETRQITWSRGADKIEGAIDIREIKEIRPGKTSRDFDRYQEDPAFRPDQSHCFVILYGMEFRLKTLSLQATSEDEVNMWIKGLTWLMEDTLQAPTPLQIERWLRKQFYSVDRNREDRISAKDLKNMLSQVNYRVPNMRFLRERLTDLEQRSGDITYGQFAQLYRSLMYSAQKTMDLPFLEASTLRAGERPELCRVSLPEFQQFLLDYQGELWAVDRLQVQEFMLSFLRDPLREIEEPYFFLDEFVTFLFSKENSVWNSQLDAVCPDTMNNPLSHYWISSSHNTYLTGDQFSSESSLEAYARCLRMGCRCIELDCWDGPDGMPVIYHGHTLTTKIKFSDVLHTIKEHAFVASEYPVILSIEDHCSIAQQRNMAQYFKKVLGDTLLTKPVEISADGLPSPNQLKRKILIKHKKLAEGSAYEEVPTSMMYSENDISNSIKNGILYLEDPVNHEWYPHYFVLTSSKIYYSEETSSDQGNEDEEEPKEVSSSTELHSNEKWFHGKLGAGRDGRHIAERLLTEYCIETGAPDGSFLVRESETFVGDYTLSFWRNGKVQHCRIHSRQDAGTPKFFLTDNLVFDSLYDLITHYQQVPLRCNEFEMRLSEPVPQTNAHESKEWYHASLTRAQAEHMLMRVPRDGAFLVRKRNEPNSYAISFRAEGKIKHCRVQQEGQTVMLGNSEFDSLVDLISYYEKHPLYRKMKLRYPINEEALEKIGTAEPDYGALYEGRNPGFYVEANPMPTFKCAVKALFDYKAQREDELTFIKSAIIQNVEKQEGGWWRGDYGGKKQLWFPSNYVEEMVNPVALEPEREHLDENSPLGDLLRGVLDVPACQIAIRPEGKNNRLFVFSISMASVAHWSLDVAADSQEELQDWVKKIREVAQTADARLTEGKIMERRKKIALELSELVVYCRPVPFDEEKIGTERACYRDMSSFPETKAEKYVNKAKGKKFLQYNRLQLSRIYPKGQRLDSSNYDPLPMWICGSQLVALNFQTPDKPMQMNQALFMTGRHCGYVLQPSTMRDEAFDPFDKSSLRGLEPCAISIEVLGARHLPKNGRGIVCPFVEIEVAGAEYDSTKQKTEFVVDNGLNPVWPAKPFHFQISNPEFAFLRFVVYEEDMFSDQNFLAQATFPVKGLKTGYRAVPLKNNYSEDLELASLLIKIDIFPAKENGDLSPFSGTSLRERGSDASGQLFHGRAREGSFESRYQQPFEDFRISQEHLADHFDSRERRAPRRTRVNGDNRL
HGIII-sPLA2 inh: Blocks human group III sPLA2 activity | Q9NZ20 | QFRET BODIPY PC-A2 liposome hydrolysis, fluorescence | inhibition, % at 12.2 µM | hit rate 0.56% among 370,000 | AID 743126;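 active = inhibition above mean plus 3 SD of compounds lying within the high and low control bounds, cut at about 19% in these data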;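 note: 0% = median of test compound wells and 100% = no enzyme DMSO wells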
KLK7 zymogen act: activators of human kallikrein-7 zymogen | purified proKLK7, EDANS-DABCYL substrate fluorescence; 100% is mature enzyme control, 0% vehicle | activation, % at 7 µM | hit rate 0.9% among 370,000;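 active = activation above the mean of all tested compounds plus 3 SD, computed per campaign excluding outliers beyond control limits, cut at about 13% in these data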
Numbers without * were called inactive.

compound	ARFGAP1 inhibitor	ASAP1 inh	UHRF1 MBD2 ctr	PLCb3 inh	Tn6 DDE FP	Rev-erbA mod	Tn7 DDE FP	PLC-gamma1 inh	HGIII-sPLA2 inh	KLK7 zymogen act
O=C(Nc1nnc(-c2ccccc2)o1)NC1CCCCC1	12	5	4	0	0	2	1	1	14	-2.4
CC1CCCN(C(=O)Cc2cccc3ccccc23)C1 (stereo not given)	0	7	3	-5	-5	5	5	0	1	0.1
Cc1noc(C)c1S(=O)(=O)Nc1ccc2c(c1)CC(=O)N([C@H](C)CO)C[C@H](C)[C@@H](CN(C)CC1CC1)O2	4	5	-2	1	15	11	5	0	2	0.8
CN(C)C(=O)c1ccc(-n2cnc3ccccc3c2=O)cc1	16	8	-1	-4	-3	2	3	0	1	0.5
Cc1nnc(NC(=O)CSc2ncnc3scc(-c4ccccc4)c23)s1	1	6	-3	2	-5	-11	3	-1	-3	-0.5
CCOC(=O)C1CCCN(C(=O)c2cccc([N+](=O)[O-])c2C)C1 (stereo not given)	7	12	2	1	1	-2	9	0	5	-0.1
CCC1(c2ccccc2)CN(C)C1=O (stereo not given)	5	19	5	-1	-4	-1	1	1	17	-0.5
CCn1c(C)cc(/C=C2/NC(=O)N(CC(=O)Nc3cccc(C)c3)C2=O)c1C	5	4	-1	-40	-3	0	-3	-38	-15	-0.1
COc1ccc(NC(=O)c2ccco2)cc1NC(=O)c1c(F)c(F)c(OC)c(F)c1F	-5	-7	-2	-4	6	1	-6	-2	-6	-0.1
COC(=O)c1ccc(C2C(Oc3ccccc3)C(=O)N2CCc2ccc(OC)c(OC)c2)cc1 (stereo not given)	-8	2	-1	-1	-5	5	6	-1	1	0.1
CN(CC(=O)Nc1ccc(Cl)c(C(F)(F)F)c1)C(=O)CCN1C(=O)C2CC=CCC2C1=O (stereo not given)	6	11	3	-10	-2	0	-3	4	-13	-0.1
COc1ccc(-c2ccc(-c3noc(C)n3)c(OC)n2)cc1	-8	-2	-1	-38	-5	27*	2	-24	-2	2.2
CC(=O)Nc1ccc(C(=O)Nc2ccc3c(c2)OCO3)cc1	5	9	-1	-7	-4	12	7	-3	1	0.3
Cc1ccc2c(c1)nnn2C1CCN(CC(=O)NCCc2ccccc2)CC1	-8	7	4	3	-3	2	5	1	0	0.5
C[C@H](CO)N1C[C@H](C)[C@@H](CN(C)Cc2ccccc2)Oc2c(NS(=O)(=O)c3cn(C)cn3)cccc2C1=O	-9	-6	1	0	0	0	1	-4	0	-0.1
O=C(OCC(O)COc1ccccc1)c1ccc([N+](=O)[O-])cc1 (stereo not given)	11	1	1	-7	-4	1	0	0	5	1.1
COc1cccc(NC(=O)C(=O)NCC2CCCN2S(=O)(=O)c2ccccc2)c1 (stereo not given)	0	-14	-1	-7	-3	-4	-3	-1	-9	-0.1
CCOc1ccc(C(=O)NCC(=O)OCc2c(F)cccc2Cl)cc1	7	-2	-2	0	-3	0	-5	-3	-1	0.5
Cc1ccc(C(=O)Nc2ccc(S(=O)(=O)N3CCc4ccccc4C3)cc2)o1	1	4	1	0	-2	3	-2	2	-21	0.5
O=C(NCc1nnnn1-c1ccc(F)cc1)c1cc2ccccc2o1	-7	-1	2	-1	3	0	5	-3	9	0.4
Cc1ccc(/C=N/NC(=O)c2nnn(-c3nonc3N)c2-c2ccccc2)o1	-9	14	-2	-10	-2	-1	-4	-5	-10	1.0
Cc1nc(SCn2nnc3ccccc3c2=O)nc(C)c1C	3	-5	1	-1	0	-5	-2	0	-1	0.4
Cc1ccc(C(=O)NCc2ccccn2)c(Cl)c1	-13	-5	-1	2	-4	-1	9	0	2	0.1
CCCCNC(=S)NC(=O)c1ccccc1Br	-2	11	-1	0	7	2	1	-1	2	-0.2
COc1ccc(C(OC(=O)c2ccco2)C(=O)NCc2ccc(C)cc2)cc1 (stereo not given)	12	0	-2	6	-2	7	4	1	-3	0.4
CCCN(C(=O)COC(=O)CCOc1ccccc1)c1c(N)n(Cc2ccccc2)c(=O)[nH]c1=O	8	2	-2	0	-1	-7	10	-4	8	0.1
Cc1ccnc2nc(C(=O)N3CCN(c4ccc(F)cc4)CC3)nn12	-10	-17	-3	1	-2	-2	2	-2	-4	0.7
Cn1nc2c(c1C(=O)N1CCCC(C(=O)c3cc(F)ccc3F)C1)CCCC2 (stereo not given)	10	2	1	5	-6	-4	-4	0	-3	0.1
Cc1nc(CCNC(=O)CC2C(=O)NCCN2CC(C)C)nc2c1CCC2 (stereo not given)	13	10	4	-32	-6	0	5	-22	-5	0.9
CCSc1nnc(NC(=O)Cn2cnc3c2c(=O)n(C)c(=O)n3C)s1	-6	8	-3	-5	1	-4	-3	2	0	-0.3

Compound profiles (already shown). Values in the order: ARFGAP1 inhibitor, ASAP1 inh, UHRF1 MBD2 ctr, PLCb3 inh, Tn6 DDE FP, Rev-erbA mod, Tn7 DDE FP, PLC-gamma1 inh, HGIII-sPLA2 inh, KLK7 zymogen act
`CCCCNC(=S)NC(=O)c1ccccc1Br` reads -2, 11, -1, 0, 7, 2, 1, -1, 2, -0.2
`CCSc1nnc(NC(=O)Cn2cnc3c2c(=O)n(C)c(=O)n3C)s1` reads -6, 8, -3, -5, 1, -4, -3, 2, 0, -0.3
`Cc1ccnc2nc(C(=O)N3CCN(c4ccc(F)cc4)CC3)nn12` reads -10, -17, -3, 1, -2, -2, 2, -2, -4, 0.7

Reformatted as labelled records: two of the compounds above
Cc1nc(CCNC(=O)CC2C(=O)NCCN2CC(C)C)nc2c1CCC2 (stereo not given)
  ARFGAP1 inhibitor: 13
  ASAP1 inh: 10
  UHRF1 MBD2 ctr: 4
  PLCb3 inh: -32
  Tn6 DDE FP: -6
  Rev-erbA mod: 0
  Tn7 DDE FP: 5
  PLC-gamma1 inh: -22
  HGIII-sPLA2 inh: -5
  KLK7 zymogen act: 0.9
CCSc1nnc(NC(=O)Cn2cnc3c2c(=O)n(C)c(=O)n3C)s1
  ARFGAP1 inhibitor: -6
  ASAP1 inh: 8
  UHRF1 MBD2 ctr: -3
  PLCb3 inh: -5
  Tn6 DDE FP: 1
  Rev-erbA mod: -4
  Tn7 DDE FP: -3
  PLC-gamma1 inh: 2
  HGIII-sPLA2 inh: 0
  KLK7 zymogen act: -0.3

(continued)
compound	ARFGAP1 inhibitor	ASAP1 inh	UHRF1 MBD2 ctr	PLCb3 inh	Tn6 DDE FP	Rev-erbA mod	Tn7 DDE FP	PLC-gamma1 inh	HGIII-sPLA2 inh	KLK7 zymogen act
COC(=O)c1cc(S(=O)(=O)NCCCc2ccco2)c[nH]1	6	3	1	-7	3	7	-6	-1	-13	0.1
O=c1oc2cc([N+](=O)[O-])ccc2nc1/C=C(\O)c1cccc(Br)c1	7	0	-11	-9	1	-4	0	0	3	0.8
Cc1[nH]c2ccccc2c1C(=O)CSC(=S)N1CCOCC1	11	-8	5	-4	-3	-3	2	-1	4	-0.2
COc1ccc(N(C(=O)c2cccnc2)S(=O)(=O)c2cccc([N+](=O)[O-])c2)cc1	2	-7	-1	1	3	1	-7	1	-6	-0.2
Fc1ccc(Nc2nc(N3CCOCC3)c3ccccc3n2)cc1	14	18	6	-35	-5	1	1	-28	-1	0.5
COc1ccc(C(=O)OCC(=O)c2cc(C)n(CC3CCCO3)c2C)cc1[N+](=O)[O-] (stereo not given)	-17	-13	-2	-4	-6	-1	4	0	1	0.9
O=[N+]([O-])c1ccc(-c2csc(Nc3ccccc3)[n+]2Cc2ccccc2)cc1	0	14	-1	1	-2	3	0	2	2	0.1
COc1cccc(/C=C2\SC(=O)N(CCC(=O)NNC(=O)c3cccc(Cl)c3)C2=O)c1	4	2	-2	0	-4	-5	-2	1	3	-0.6
COC(=O)c1cccc(NC(=O)C2COc3ccccc3O2)c1C (stereo not given)	1	-2	-1	-10	7	-6	1	1	4	-0.3
CCOc1ccc(-c2[nH]ncc2-c2ccccc2)c(O)c1	25*	14	17	-7	-7	-2	-5	-1	-33	-1.1
Cc1cc(Br)ccc1NC(=O)CNC(=O)CSc1nccn1C	7	-5	-2	-7	4	-2	7	-1	0	0.6
COc1ccc(C(=O)NCC(=O)N/N=C/c2cn(C)c3ccccc23)cc1OC	14	8	2	-9	8	1	4	-1	0	0.3
Clc1ccc(/C=N/N2CCCCC2)cc1	0	-9	5	2	-9	-1	0	5	17	-0.4
O=C(Cn1c(=O)oc2ccccc21)c1ccccc1	-7	-3	0	3	4	4	8	1	-2	-0.3
O=C(C(=O)N1CCCC1CO)N1CCCC1CO (stereo not given)	-4	-5	-2	-1	0	-9	4	0	0	-0.2
CCN(CC)CCNS(=O)(=O)c1ccc(Cl)cc1	14	11	8	1	4	2	4	0	11	0.8
CSc1ccc(Cl)c(C(=O)OCC(=O)N2CC(C)OC(C)C2)c1 (stereo not given)	11	-10	0	-9	-4	-2	-1	-5	6	-0.4
C[C@H](CO)N1C[C@H](C)[C@H](CN(C)C(=O)Nc2ccc(C(F)(F)F)cc2)Oc2ncc(Br)cc2C1=O	2	1	0	-1	-5	-8	5	-4	-2	0.2
O=C(NCc1cccc(C(F)(F)F)c1)C1CC(c2ccc(C(F)(F)F)cc2)=NO1 (stereo not given)	-6	8	-4	0	5	0	3	-2	2	0.2
COc1ccc(NC(C)=O)cc1S(=O)(=O)N1CCN(Cc2cccs2)CC1	-13	-2	-2	-9	-3	-7	-2	1	-2	0.4
Cc1ccc(S(=O)(=O)CC(=O)Nc2ccc(S(=O)(=O)Nc3ccccn3)cc2)cc1	1	0	0	-15	-5	3	-3	-10	-17	1.5
CCOC(=O)C1CC=C(Cl)CC1C(=O)Nc1nccs1 (stereo not given)	5	-7	1	4	0	-3	-2	2	-2	-0.3
Cc1ccc([N+](=O)[O-])cc1S(=O)(=O)Nc1ccc(C(=O)N2CCN(C(=O)c3ccco3)CC2)cc1	4	-8	2	1	-2	2	0	0	-15	-0.7
COC(=O)c1ccccc1NC(=O)CCCOc1cc(=O)n(C)c2ccccc12	8	5	5	-12	-8	7	-1	-4	10	-0.4
COc1cccc(C(=O)OCC(=O)NCCNC(=O)COC(=O)c2cccc(OC)c2OC)c1OC	6	-12	-1	-8	-5	-3	-4	-1	2	-0.3
COc1cc(/C=N/NC(=O)C(=O)NCC2CCCO2)cc(Cl)c1O (stereo not given)	3	16	-1	-12	-5	0	7	-2	6	-0.5
CCn1cc(/C=N\NC(=O)c2c[nH]c3ccccc23)c(C)n1	-1	-4	-1	-3	-4	-7	-6	-4	2	0.1
CC(C)NC(=O)CCCc1c[nH]c2ccccc12	9	-5	5	-4	5	1	5	-5	6	-0.1
O=C(/C=C/c1ccccc1)N1CCN(c2ccccn2)CC1	10	-8	-3	-2	-3	1	-6	4	2	0.4
O=C(CCN1CCOCC1)Nc1cc(C(=O)Nc2ccccc2F)ccc1N1CC2CC(C1)c1cccc(=O)n1C2 (stereo not given)	0	-5	1	-24	-5	0	4	-12	2	0.0
CCCCCCc1c(O)nc(SCCN(C)C)[nH]c1=O	5	-10	0	-7	-2	-1	-8	1	3	0.0
Cc1cc2cc(CNC(=O)c3cccc([N+](=O)[O-])c3)ccc2[nH]1	4	4	-1	-4	-2	-5	1	-3	-2	0.3
